SRC3 TRFRET art: TR-FRET detection interference compounds, artefact control for PPARgamma SRC-3 recruitment agonists, biochemical, TR-FRET ratio; TR-FRET artefact counter-screen, PPARgamma/SRC-3 format; stronger effect = higher value; TR-FRET ratio at 8 µM; actives 0.39% (n = 99,000); AID 1048, 2008; in the data active = TR-FRET ratio above about 2000; also: inactives centre near 1600
SRC1 TRFRET art: TR-FRET detection interference compounds, primary screen, artefact control for PPARgamma SRC-1 recruitment agonists, biochemical, TR-FRET emission ratio | actives 0.34% (n = 99,000) | TR-FRET ratio at 8 µM | TR-FRET detection artefact counter-screen; stronger effect = higher value; in the data active = TR-FRET ratio above about 2300; also: inactives centre near 1800
Numbers without * were called inactive; & = joins results of further samples. An excerpt (hit frequency here may not be typical).

SMILES	SRC3 TRFRET art	SRC1 TRFRET art
Nc1ccn([C@H]2CC[C@@H](CO)O2)c(=O)n1	1373&1428	1632&1724
COC(=O)CCn1nc(-c2ccc(C)cc2)c2ccccc2c1=O	1601	1914
COc1ccc(-c2csc(/C(C#N)=C/Nc3cc4oc5ccccc5c4cc3OC)n2)cc1	1575	1772
COc1ccc(C(=O)O)cc1S(=O)(=O)Nc1cccc(C(F)(F)F)c1	1402	1819
Cc1cc(C)n(CC(=O)N/N=C/c2cccs2)n1	1546	1793
O=S(=O)(c1ccc(Br)cc1Cl)N1CCN(CCO)CC1	1664	1855
COc1cccc(CNC(=O)CCC2CCCN(C(=O)c3ccoc3)C2)c1 (centres undefined)	1717	1733
Cc1cc(-c2ccco2)c(C#N)c2nc3ccccc3n12	1417	2041
O=C(CSc1nc2[nH]ncc2c(=O)n1-c1ccccc1)NCCc1ccccc1	1614	1770
CC1CCN(c2ccc(C(=O)OCC(=O)NCCN3C(=O)CSC3=O)cc2[N+](=O)[O-])CC1	1402	1773
CS(=O)(=O)Nc1ccc(C2=NN(S(=O)(=O)c3ccccc3)C(c3cccs3)C2)cc1 (centres undefined)	1420	1864
COc1ccc(C(=O)c2ccccc2)cc1	1732	1898
O=C(Nc1cccnc1)c1cc(F)c(F)cc1Cl	1602	1625
Cc1ccccc1CNC(=O)CCc1ccccc1	1513	2149
COc1cc(C(=O)N/N=C/c2sc(=O)n(-c3ccccc3)c2Cl)cc(OC)c1OC	1716	1937
CCCCC(CC(O)COCCC)c1n[nH]c(=S)n1-c1ccccc1 (centres undefined)	1755	1992
CCCc1nc2ccccc2c(=O)n1CC(=O)c1ccccc1	1307	2072
Cc1nn(C)cc1CN1CCCC(C(=O)c2ccc(-c3ccccc3)cc2)C1 (centres undefined)	1400	1598
O=C(Nc1ccccc1N1CCOCC1)C1CCCCN1S(=O)(=O)c1ccccc1 (centres undefined)	1466	1945
COc1ccc(/C=N/N=C2/NC(=O)C(CC(=O)NC(N)=O)S2)cc1 (centres undefined)	1355	1751
COc1cc(C(=O)OC2CC3CCC2(C)C3(C)C)ccc1OC(C)=O (centres undefined)	1742	1732
Cc1ccc(NC(=O)CO/N=C/c2ccc(N(C)C)cc2)cc1	1544	1903
CCOC(=O)c1sc2ncnc(N3CCN(CC)CC3)c2c1C	1653	1943
CCNc1nc(NCC)nc(SCCOC(=O)Nc2ccc(Cl)cc2Cl)n1	1494	1759
CCc1nnc(NC(=O)c2ccc(-c3ccc(F)cc3)o2)s1	1474	1598
Cc1nn(CC(=O)OC(C)C(=O)Nc2ccccc2[N+](=O)[O-])c(C)c1[N+](=O)[O-] (centres undefined)	1149	1662
Cc1ccc(S(=O)(=O)N2CCC(=O)N(CCOC(=O)Nc3cccc(Cl)c3)CC2)cc1	1390	1651
CC(=O)Nc1ccc2c(c1)C(C)(C)C(C)N2C (centres undefined)	1724	1960
Cc1ccccc1Cn1nc(C)c(NC(=O)/C=C/c2cnn(C)c2)c1C	1488	1448
COc1cccc(-c2nn[nH]n2)c1O	1610	1764
O=C/C(=C\Nc1ccc(Br)cc1)c1nc2ccccc2o1	1730	1768
Cc1ccc(-n2ncc3c(NCc4cccnc4)ncnc32)c(C)c1	1483	1914
C/C(CC(=O)NCc1ccco1)=N\NC(=O)COc1ccc(Cl)cc1Cl	1384	1698
Cc1nc(Nc2ccc(C(=O)O)cc2)sc1-c1ccccc1	1356	1857
CC1(C)CC(N2CN(C3CCCCC3)CC2=O)CC(C)(C)N1	1852	1826
CCOC(=O)C1CCN(CCC(=O)Nc2cccc(C)c2)CC1	1509	1731
COC(=O)c1cc(C#N)c(OC)nc1C	1745	1900
COc1ccc(/C=C/C(=O)NC2CCCCCC2)cc1S(=O)(=O)N1CCOCC1	1500	1797
COc1ccc(Cn2c(=S)[nH]c3ccsc3c2=O)cc1	1642	1737
COc1ccc(-n2nc(C(=O)N3CCCCC3)c(C)c(C#N)c2=O)cc1	1502	1839
CSc1nnc2ccc(-c3ccccn3)nn12	1505	1660
Cc1nc2cc(-c3cccs3)nn2c(NCC(C)(C)CN(C)C)c1C	1553	1869
O=C(CN1CCOCC1)Nc1cc(C(F)(F)F)ccc1Cl	1435	1959
CCN=C1S/C(=C\c2cn(CC(=O)NCCOC)c3ccccc23)C(=O)N1CC	1530	1915
O=[N+]([O-])c1ccc(O)c(N=Cc2sc3ccccc3c2O)c1	1675	2014

7 compounds out of the list, arranged by formula weight, lowest first:
SMILES	SRC3 TRFRET art	SRC1 TRFRET art
COC(=O)c1cc(C#N)c(OC)nc1C	1745	1900
Cc1nc(Nc2ccc(C(=O)O)cc2)sc1-c1ccccc1	1356	1857
CCOC(=O)C1CCN(CCC(=O)Nc2cccc(C)c2)CC1	1509	1731
Cc1ccc(-n2ncc3c(NCc4cccnc4)ncnc32)c(C)c1	1483	1914
Cc1nc2cc(-c3cccs3)nn2c(NCC(C)(C)CN(C)C)c1C	1553	1869
C/C(CC(=O)NCc1ccco1)=N\NC(=O)COc1ccc(Cl)cc1Cl	1384	1698
CCN=C1S/C(=C\c2cn(CC(=O)NCCOC)c3ccccc23)C(=O)N1CC	1530	1915

Additional compounds follow:
SMILES	SRC3 TRFRET art	SRC1 TRFRET art
CCCC(c1nnnn1Cc1cccs1)N1CCN(C2CCCC2)CC1 (centres undefined)	1662	1747
CNC(=S)NNC(=O)c1cn(C)nc1C	1567	1946
Cc1cccc(NS(=O)(=O)c2cc(C(=O)OC(C)C(=O)NCc3ccc4c(c3)OCO4)ccc2C)c1 (centres undefined)	1861	2057
O=C(O)c1ccc(Cl)c(N2C(=O)Nc3ccccc3N2O)c1	1442	1790
O=C(Nc1ccc(O)cc1)c1c(O)c2c([nH]c1=O)CCCC2	1514	1825
CCOc1ccc2nc(CN3CCN(Cc4ccsc4)C(CCO)C3)ccc2c1 (centres undefined)	1404	1716
COc1ccc(OCC(=O)N/N=C\c2ccco2)cc1	1785	1800
O=C(CNC(=O)c1ccc(Cl)cc1)N/N=C/C=C/c1ccccc1	1662	1807
Cc1cccc(-n2ncc3c(N)ncnc32)c1	1683	1842
Cc1cccc(Nc2nccc(N(C)C)c2C#N)c1	1564	1649
CCc1cccc(CC)c1NC(=O)COC(=O)Cc1ccsc1	1811	1727
COc1ccc(Nc2nc(-c3cccs3)nc3ccccc23)c(OC)c1	1614	1655
CC1CCN(c2ccc(C(=O)Nc3ccc4c(c3)OCO4)cc2[N+](=O)[O-])CC1	1426	1740
O=C(O)C1Cc2[nH]cnc2C(c2cccc([N+](=O)[O-])c2)N1 (centres undefined)	1497	1893
COc1ccc(-n2cnnc2SCC(=O)NC2CCCc3ccccc32)cc1 (centres undefined)	1563	1656

Compound profiles, as listed above.
Listed for `Cc1cccc(Nc2nccc(N(C)C)c2C#N)c1` : SRC3 TRFRET art = 1564; SRC1 TRFRET art = 1649
Listed for `O=C(CNC(=O)c1ccc(Cl)cc1)N/N=C/C=C/c1ccccc1` : SRC3 TRFRET art = 1662; SRC1 TRFRET art = 1807

The results go on.
SMILES	SRC3 TRFRET art	SRC1 TRFRET art
Cc1cnc(NC(=O)c2sc3ccccc3c2Cl)s1	1750	1930
O=C(N/N=C/c1c[nH]c2ccccc12)C1CC1c1ccccc1 (centres undefined)	1715	1905
Cc1cccc(CSc2cn(CC(=O)N3CCOCC3)c3ccccc23)c1	1720	2097
COc1ccccc1CNC(=O)C(NC(=O)c1ccccc1)C(C)C (centres undefined)	1586	1807
CC1CCC2C(=O)N(c3ccc(Cc4ccncc4)cc3)C(=O)C2C1 (centres undefined)	1476	2078
CC(C)C(c1nnnn1Cc1ccccc1)N1CCc2ccccc2C1 (centres undefined)	1491	1599
CCS(=O)(=O)c1ccc2oc(SCC(=O)Nc3ccc(OC)cc3OC)nc2c1	1569	1975
COCCCNC(=S)N1CCC(NC(=O)Nc2ccc(C)cc2)CC1	1592	1763
C(=N\Nc1nc(Nc2ccccc2)nc(Nc2ccccc2)n1)/c1ccncc1	1512	1656
CCC(C)NC(=O)c1ccc2c(c1)N(Cc1ccccc1)C(=O)CS2 (centres undefined)	1512	1751
Cc1ccc([C@H]2C(C#N)=C(N)Oc3cc(C)oc(=O)c32)o1	1429	1724
Cc1ccc2cc(N)ccc2n1	1621	1638
C/C(=N\NC(=O)NC1CCCCC1)c1ccco1	1493	1667
Cc1ccc(NC(=O)C(=O)NCCN2CCN(Cc3ccc([N+](=O)[O-])cc3)CC2)cc1	1458	1718
NC(=O)c1ccc(NC(=O)COC(=O)c2c3c(nc4ccccc24)/C(=C\c2ccc4c(c2)OCO4)CCC3)cc1	1558	1905
CC(C)c1ccccc1N1CC(C(=O)O)CC1=O (centres undefined)	1444	1960
O=C(NC(=S)NCC1CCCO1)c1ccc(Br)o1 (centres undefined)	1529	1809
C/C(CC(=O)Nc1cccc(C(F)(F)F)c1)=N\NC(=O)C(=O)NCC(C)C	1528	2008
CC(OC(=O)C1=COCCO1)C(=O)Nc1ccccc1C#N (centres undefined)	1753	1705
Cc1cc(N2CCN(c3nc(-c4ccc([N+](=O)[O-])cc4)cs3)CC2)c2ccccc2n1	1706	1585
Cc1ccc(S(=O)(=O)N2CCOCC2)cc1C(=O)Nc1ccc2c(c1)CCC2	1636	1732
Cc1cccc(NC(=S)N(CCCN2CCOCC2)Cc2ccccn2)c1	1485	1867
O=C(c1ccc(F)cc1)N1CCCC(c2nc(-c3cccs3)no2)C1 (centres undefined)	1617	2009
O=C1[C@H]2C(c3ccccc3)=NN(c3ccccc3)[C@H]2C(=O)N1c1ccccc1	1833	2070
CN(Cc1nc2ccc(F)cc2[nH]1)Cc1c(C(=O)N(C)C)nc2ccc(Cl)cn12	1609	1824
NC(=S)NNC(=O)[C@@H]1CCCC[C@@H]1C(=O)O	1362	1731
CC(C)(C)SCCNC(=O)/C=C/c1cccc([N+](=O)[O-])c1	1338	1644
O=C(Nc1nc2ccccc2[nH]1)C1CCCC1	1502	1845
O=C([C@H](Cc1ccc(O)cc1)n1cc(CCO)nn1)N1CCNCC1	1590	1767
O=C(NCC(c1ccco1)N1CCOCC1)c1cccc([N+](=O)[O-])c1 (centres undefined)	1645	1842
C/C(=N/NC(=O)c1ccncc1)C1=C(O)CC(C)(C)CC1=O	1664	1704
COc1ccc(NC(=O)CSc2ccc(-c3cccs3)nn2)c(OC)c1	1391	1722
Cc1ccc(OCC(=O)N/N=C\c2ccc(O)cc2)c([N+](=O)[O-])c1	1647	1732
COc1cc(/C=C/C(=O)N2CCCN(C(=O)/C=C/c3cc(OC)c(OC)c(OC)c3)CC2)cc(OC)c1OC	1461	1782
C/C(=N\Nc1ncc(Cl)cc1Cl)c1ccc(C#N)cc1	1490	1712
CCN(CC)S(=O)(=O)c1cc(C(=O)c2nccn2C)ccc1Cl	1668	1703
COc1ccc(Cn2nnnc2C(c2cc3cc(C)ccc3[nH]c2=O)N2CCN(C)CC2)cc1 (centres undefined)	1560	1715
O=C(c1cc2c([nH]c1=O)CCCC2)N1CCc2c([nH]c3ccccc23)C1c1ccccc1F (centres undefined)	1513	1800
COCCNC(=O)C(c1cccnc1)N(Cc1ccc(C)cc1)C(=O)Cn1nnc2ccccc21 (centres undefined)	1542	1553
O=C(N/N=C/c1ccc(OC(F)F)cc1OC(F)F)NC1CCCCC1	1674	1942
OC1(c2cccs2)CN(c2ccc(Cl)cc2)C2=[N+]1CCCC2 (centres undefined)	1415	1652
Cc1nc2ncnn2c(N2CCN(S(=O)(=O)c3ccc(Br)cc3)CC2)c1C	1771	1788
Cc1ccc(NC(=O)CSc2ccc(-c3ccc4c(c3)OCO4)nn2)cc1F	1606	1652
CCCSC1=N/C(=C\c2ccc([N+](=O)[O-])o2)C(=O)S1	1623	1855
COC(=O)C(C)N(c1ccc(OC)cc1)S(C)(=O)=O (centres undefined)	1482	1792
O=C(/C=C/Nc1ccc(Oc2ccccc2Cl)cc1)c1ccco1	1609	1830
CC1CC(C)CN(C(=S)Nc2ccc(OC(F)F)cc2)C1 (centres undefined)	1711	2227
CCOC(=O)c1[nH]c2ccccc2c1NC(=S)Nc1ccccc1	1803	1831
Cc1ccc(S(=O)(=O)N(C)/N=C/C=C/c2ccccc2)cc1	1745	1809
COc1ccc(CN2CCN(CC=C(C)C)C(CCO)C2)cc1Cn1cncn1 (centres undefined)	1610	1721
Cc1cccc(C)c1-n1c(C)cc(/C=N\NC(=O)CC(=O)NC2CCCCC2)c1C	1703	1909
Cc1ccccc1-n1c(SCC(=O)N2CCN(c3ccccc3)CC2)nnc1-c1ccncc1	1388	1804
COc1ccc(C(=O)N2CCN(S(=O)(=O)c3ccc(F)cc3)CC2)cc1OC	1628	1993
CC(=O)Nc1ccc(Nc2cc(C)nc3c(-c4ccc(Cl)cc4)cnn23)cc1	1531	1792
CC(C)Oc1cc(NC(=O)CS(=O)CC(=O)N(C)C)c(Cl)cc1Cl (centres undefined)	1489	1663
O=C(CCC(=O)c1cccs1)NCC(=O)Nc1ccc(F)c(F)c1F	1506	1858
COc1ccc(NS(=O)(=O)c2cccc(NC(=O)CCC(=O)c3cccs3)c2)cc1	1670	1584
O=C(O)/C=C/C(=O)Nc1ccc(SC(F)(F)F)cc1	1744	1952
Cc1nn(C)c(C(=O)NC2C3CC4CC(C3)CC2C4)c1Cl (centres undefined)	1656	1870
CCCNc1cc(C)oc(=O)c1C(=O)CC	1573	1445

Compound activity: PubChem BioAssay, The Scripps Research Institute Molecular Screening Center
